High-throughput results (PubChem BioAssay)
C2C12 statin = protects C2C12 myotubes from simvastatin toxicity; rescue of ATP level, % at 7.49 µM; 330,000 compounds, 0.78% hits; AID 602340; ATP luminescence, 48 h; scaled: DMSO 0, geranylgeraniol control 100;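 active means mean ATP rescue above about 67%, or every replicate alone reaching that limit, limit read from the data, passing the limit was not always enough; inconclusive means no clear call, values can overlap the other calls; inactive means mean under the limit and some replicate under it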;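 further: myotubes were challenged with 10 µM simvastatin during compound exposure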
Casp6 inh = caspase-6 (human) enzyme inhibition | inhibition, % at 12.5 µM | AID 686996 | purified caspase-6, Z-VEID-R110 cleavage fluorescence | 350,000 compounds, 0.53% hits;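 active means mean inhibition across replicates at least about 35%, with every replicate also reaching that limit, limit read from the data; inconclusive means only one of the two criteria met; inactive means neither criterion met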;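 further: 0% = median of neutral control wells and 100% = no fluorescence left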
Target sequence (P55212 24-179 limits assumed): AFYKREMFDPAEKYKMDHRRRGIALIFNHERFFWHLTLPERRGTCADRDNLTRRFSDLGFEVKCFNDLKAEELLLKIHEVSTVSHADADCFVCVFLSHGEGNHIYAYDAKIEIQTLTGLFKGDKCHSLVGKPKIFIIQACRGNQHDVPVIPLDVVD
Target sequence (P55212 194-293 limits assumed): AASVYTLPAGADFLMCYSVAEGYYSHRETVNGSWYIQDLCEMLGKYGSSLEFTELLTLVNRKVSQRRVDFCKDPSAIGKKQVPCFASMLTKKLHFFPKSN
SIRT5 block = inhibitors of human sirtuin-5 desuccinylase | Q9NXA8 | Purified SirT5, succinyl-peptide AMC, trypsin-coupled fluorescence | inhibition, % at 15 µM | 330,000 compounds, 1.1% hits | AID 652115; in the data active means inhibition above about 15%; inconclusive means no clear call, values can overlap the other calls
Target sequence (Q9NXA8 whole entry, looked up): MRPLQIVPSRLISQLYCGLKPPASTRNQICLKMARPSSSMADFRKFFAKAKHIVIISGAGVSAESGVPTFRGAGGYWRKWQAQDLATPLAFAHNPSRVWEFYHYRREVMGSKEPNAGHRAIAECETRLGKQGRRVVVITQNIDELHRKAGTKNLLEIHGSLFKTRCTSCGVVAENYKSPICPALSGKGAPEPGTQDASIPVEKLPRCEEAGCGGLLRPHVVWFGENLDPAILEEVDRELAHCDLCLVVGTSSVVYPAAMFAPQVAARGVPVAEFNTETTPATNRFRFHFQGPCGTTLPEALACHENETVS
FN deposit inh = fibronectin deposition inhibition; AH1F fibroblasts, Alexa488-fibronectin deposition fluorescence, overnight; inhibition, % at 12.6 µM; 350,000 compounds, 0.086% hits; AID 743247;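 active means mean inhibition across replicates of 30% or more, regardless of how many single replicates reach that level; inconclusive means mean under 30% yet at least half of replicates reach 30%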;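 further: positive control wells lacked labelled fibronectin entirely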
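Material: AH1F fibroblast monolayer depositing Alexa488-labelled fibronectin into matrix / Amount: 10000 AH1F cells per well / Signal: fluorescence 485/525 nm / Medium: DMEM, 2% serum / Compound: single dose, pinned / Incubation: 1 h cell adhesion before compound, then overnight fibronectin incubation / Reagent: Alexa488-FN, 24 nM final / Read-out: inhibition of fibronectin deposition signal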
S100A4 MyoIIA = S100A4-myosin IIA interaction inhibition. P26447. S100A4/TAMRA-MyoIIA peptide fluorescence polarization. inhibition, % at 10.7 µM. 360,000 compounds, 0.14% hits;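 active means mean inhibition of at least 70% across replicates, with every replicate also reaching that level; inconclusive means mean inhibition reaches 70% but some replicates fall short; inactive means mean inhibition below 70%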
Target sequence (P26447 whole entry, looked up): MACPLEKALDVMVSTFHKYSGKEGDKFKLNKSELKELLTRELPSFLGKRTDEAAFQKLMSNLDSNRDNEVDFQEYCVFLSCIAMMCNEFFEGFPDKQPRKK
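Material: S100A4 monomer protein | Medium: HEPES pH 7.2 with CaCl2, KCl, NaCl, DTT, Triton | Reagent: Labelled myosin peptide probe, 5 nM | Doses: One dose per compound | Times: 5 min incubation before reading | Benchmarks: Neutral control DMSO, positive control TFP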
esBAF inh = blocks esBAF chromatin remodeling in mouse ES cells | Bmi1-luciferase knock-in reporter, 24 h; 100% = twice the neutral-well signal | reporter increase, % at 12.5 µM | 350,000 compounds, 2% hits | AID 602393; in the data active means activation above about 40%; inconclusive means no clear call, values can overlap the other calls;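 further: 0% = median of the plate's neutral control wells and 100% = double that signal; a rise in the Bmi1 reporter signal indicates esBAF inhibition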
LGR2 inh = Drosophila LGR2 receptor signaling inhibition | 380,000 compounds, 0.35% hits | inhibition, % at 9.99 µM | HEK293 LGR2, CRE-luciferase, bursicon-stimulated, 4 h;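 active means drop in luminescence signal, shown as inhibition above about 50% in the replicate tests, limit read from the data, passing the limit was not always enough; inconclusive means probably only some replicates passing the limit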;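 further: agonist challenge used bursicon conditioned medium at about half maximal strength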
Active calls of the source: *; ? = inconclusive; . = not tested or not shown; & = joins results of further samples.

SMILES	C2C12 statin	Casp6 inh	SIRT5 block	FN deposit inh	S100A4 MyoIIA	esBAF inh	LGR2 inh
Cc1ccc(NC(=S)N2CCN(S(=O)(=O)c3ccccc3)CC2)cc1C	-2	-1	-4	24	0	1	1
Cc1cccc(Sc2nc(-c3ccccc3)ccc2C#N)c1	-30	.	.	-1	.	-3	.
O=C(C[C@H]1C[C@H]2c3cc(NC(=O)c4cccnc4)ccc3O[C@H]2[C@@H](CO)O1)NCc1ccncc1	1	0	5	5	-3	-1	0
O=C(CC1CCCC1)N1CCN(S(=O)(=O)c2ccccc2)CC1	15	-3	-2	-1	0	0	-3
O=C(C[C@H]1CC[C@@H](NC(=O)c2ccccn2)[C@@H](CO)O1)NCc1cc(F)cc(F)c1	4	-2	7	4	5	-4	27
CCC(CC)C(=O)Nc1cc(C)c2c(=O)oc3ccccc3c2n1	15	2	0	-4	0	0	.
COc1cccc(NC(=O)n2ncc3c(C)cccc32)c1	-72	1	2	5	-1	-35	45
CCCNC(=O)N1CC2(CN(Cc3cccc(OC)c3)C2)c2c(n(C)c3cc(OC)ccc23)[C@H]1CO	.	2	5	.	20	.	-1
Cc1ccnc(NC(=O)C2COc3ccccc3O2)c1 (stereo not given)	.	1	-3	-13	-13	.	-31
C=CCOCCN(CC)CC	1	-5	1	11	1	1	9
COc1ccc(Nc2ncccc2C(=O)O)cc1	9	.	.	-5	.	?	-15
COC(=O)Cc1c(C)c2ccc(OC3CCCCC3=O)cc2oc1=O (stereo not given)	-7	0	-22	2	-6	19	11
CCCCN(C=O)c1c(CC)nc2c(OCc3ccc(C(F)(F)F)cc3)cccn12	-1	1	-1	-5	-2	5	18
COc1cc(C(=O)NNC(=O)COc2cccc(F)c2)ccc1OCC(=O)N1CCOCC1	3	0	-4	-3	-4	0	-2
COc1ccc(OC)c(NC(=S)NCC(c2cccnc2)N2CCOCC2)c1 (stereo not given)	9	.	-1	9	-1	-5	4
Cc1ccc(-n2cc3c(-c4cccc(Br)c4)nnc(C)c3n2)cc1	-7	.	.	-1	.	-6	.
O=C(c1ccncc1)N1C[C@@H]2[C@H](c3ccccc31)[C@@H](CO)N2C(=O)CN1CCOCC1	6	-1	7	5	97*	-4	18
CCCC(=O)Nc1ccc2c(c1)OC[C@H](C)N(CCC(F)(F)F)C[C@@H](C)[C@@H](OC)CN(C)C2=O	11	0	5	-1	3	0	-14
C[C@@H]1O[C@H](C2CCCC2)CC2=C1C(=O)OC(C)(C)O2	.	1	-3	-7	1	.	-4
C=CCSc1n[nH]c(-c2ccc(OCCC)cc2)n1	-4	0	1	.	-2	74*	-100
COc1cccc(-n2c(=O)c3c(C)c(C(=O)N(C)C)sc3n(CC(=O)NCC3CCCO3)c2=O)c1 (stereo not given)	0	0	-4	2	2	-2	24
OCCn1c(SC2CCCCC2)nc2ccccc21	0	.	.	1	.	6	.
CC(NCCCOc1cccc2ccccc12)c1ccccc1 (stereo not given)	-10	-3	6	6	-1	-9	14
O=C(NC1CCC1)[C@@H]1[C@@H](CO)[C@@H]2Cn3c(ccc(-c4ccccc4F)c3=O)[C@@H]2N1Cc1ccccn1	.	4	-5	.	4	.	6
CC1CCN(CCNC(=O)c2ccc3c(=O)n(CCc4ccccc4)c(=O)[nH]c3c2)CC1	.	-4	1	0	10	.	.
COc1cccc(NC(=O)CN(C)CC(=O)Nc2cccc(C(F)(F)F)c2)c1	12	-2	-2	3	-2	-7	-20
COC(=O)[C@]1(Cc2ccccc2)N[C@H](CN(C)C(=O)c2ccccc2)[C@@H]2C(=O)N(C)C(=O)[C@@H]21	-5	2	-5	9	-2	-6	4
O=C(C[C@@H]1CC[C@@H]2[C@H](COC[C@H](O)CN2Cc2cccc(F)c2)O1)NCc1ccncc1	-11	-1	-1	2	0	7	-7
COCCN(C(=O)CSc1nnc(-c2ccncc2)n1C)c1c(N)n(CC(C)C)c(=O)[nH]c1=O	4	1	-4	-12	-4	-5	-6
Cc1cccc(OCC(=O)NC(Cc2c[nH]c3ccccc23)C(=O)O)c1C (stereo not given)	2	13	-3	6	-5	-14	-24
Cc1ccc(C(=O)C(OC(=O)CCC(=O)Nc2cccc(C)c2)c2ccccc2)cc1 (stereo not given)	5	.	.	-12	.	0	.
C[C@@H]1CN([C@@H](C)CO)C(=O)c2ccccc2-c2ccccc2CO[C@H]1CN(C)C(=O)CCN(C)C	.	-3	0	-2	-6	2	-8
CCOc1ccc(NC(=O)CN(C)C(=O)Cn2cnc3c2c(=O)n(C)c(=O)n3C)cc1OCC	6	-2	1	-6	-1	9	0
O=C(Nc1ccccc1F)NC1CC1	21	0	.	5	13	?	-2
O=S(=O)(N[C@@H]1CC[C@H](CCn2cc(-c3ccccc3F)nn2)O[C@H]1CO)c1ccc(Cl)cc1	12	6	2	4	2	8	1
Cc1ccc(S(=O)(=O)N2CCCCC2CCNC(=O)C(=O)Nc2ccccc2F)cc1 (stereo not given)	4	0	6	1	22	0	-5
Cc1noc(C)c1NC(=O)N(C)C[C@@H]1Oc2ccc(NC(=O)Cc3cn(C)c4ccccc34)cc2CC(=O)N([C@@H](C)CO)C[C@@H]1C	-37	1	1	1	-14	5	1
COc1ccc(C(=O)N/C(=C\c2ccco2)C(=O)NC2CCS(=O)(=O)C2)cc1 (stereo not given)	6	-4	0	-2	0	-10	8
CCOC(=O)CCNC(=O)N1CCC(CCOc2ccccc2)(C(=O)OCC)CC1	5	1	-4	-10	-3	6	0
COc1ccccc1N(C)S(=O)(=O)c1ccc(C(=O)Nc2nc(C)c(C(C)=O)s2)cc1	-5	2	-5	-1	3	4	5

Structural class: those above with an aryl thioether with sulfur outside any ring
SMILES	C2C12 statin	Casp6 inh	SIRT5 block	FN deposit inh	S100A4 MyoIIA	esBAF inh	LGR2 inh
Cc1cccc(Sc2nc(-c3ccccc3)ccc2C#N)c1	-30	.	.	-1	.	-3	.
C=CCSc1n[nH]c(-c2ccc(OCCC)cc2)n1	-4	0	1	.	-2	74*	-100
OCCn1c(SC2CCCCC2)nc2ccccc21	0	.	.	1	.	6	.
COCCN(C(=O)CSc1nnc(-c2ccncc2)n1C)c1c(N)n(CC(C)C)c(=O)[nH]c1=O	4	1	-4	-12	-4	-5	-6

Other structures:
SMILES	C2C12 statin	Casp6 inh	SIRT5 block	FN deposit inh	S100A4 MyoIIA	esBAF inh	LGR2 inh
CCOC(=O)[C@@H]1[C@H]2COc3cc(OC)ccc3[C@@H]2N2C(=O)N(c3ccc(C(F)(F)F)cc3)C(=O)[C@@]12C	5	-1	.	-2	-4	1	-21
NC(=O)c1ccccc1NC(=O)CCCc1ccccc1	4	-2	-4	-1	-5	15	7
C/C=C/c1ccc([C@@H]2[C@@H](C#N)N(C(=O)c3cccnc3)[C@@H]2CO)cc1	0	4	0	-2	-4	-2	-18
C[C@H](O)C#Cc1cnc2c(c1)C(=O)N([C@@H](C)CO)C[C@H](C)[C@H](CN(C)Cc1cncnc1)O2	-18	-2	2	.	-2	-2	-18
O=C1c2oc3ccccc3c(=O)c2C(c2ccc(O)cc2)N1c1nccs1 (stereo not given)	.	-5	-2	-2	-2	.	4
C[C@@H]1CN([C@@H](C)CO)S(=O)(=O)c2ccc(C#Cc3ccccc3F)cc2O[C@@H]1CN(C)C	1	-2	3	13	0	-3	-2
COc1cc(/C=C/C(=O)Nc2ccc(OC)c(S(=O)(=O)N3CCOCC3)c2)ccc1OC(F)F	8	2	-5	-4	-3	16	0
CCN(CC)S(=O)(=O)c1cccc(C(=O)NC2CCCCC2)c1	-126	-4	0	.	-6	21	-13
CC1CCN(c2ccc(C=O)o2)CC1	.	.	-1	0	-2	.	-10
c1ccc(-c2ccccc2-n2cnnn2)cc1	-5	.	.	0	.	2	.
CO[C@H]1CN(C)C(=O)c2ccc(NS(C)(=O)=O)cc2OC[C@@H](C)N(C(=O)CN(C)C)C[C@H]1C	9	1	-3	1	4	-2	27
CN(C)c1cccc(C(=O)NCCCn2ccc3ccccc32)c1	25	-2	-2	2	0	8	26
C[C@@H]1C=C[C@](Cc2ccccc2)(C(=O)NCCc2c[nH]c3ccccc23)N1C(=O)c1ccccc1	-10	-2	0	2	-5	0	8
COC(=O)C1=C(C)N(C)C(=NCc2ccccc2)NC1c1cccc(Cl)c1 (stereo not given)	.	-3	.	-5	-13	.	14
COc1ccc(OC)c(N2C(=O)c3ccccc3C2c2nnnn2-c2ccc3c(c2)OCCO3)c1 (stereo not given)	.	-1	-4	-3	-2	.	-4
Cc1ccc(N=CC2=C(O)CC(c3ccc(Cl)cc3)CC2=O)cc1 (stereo not given)	.	0	-8	-16	-26	.	12
Cc1noc(C)c1NC(=O)NCC[C@H]1CC[C@@H](NC(=O)Cc2cccnc2)[C@@H](CO)O1	5	-112	0	6	-37	1	-9
C[C@@H]1CCCCO[C@H](CN(C)C(=O)c2ccccc2)[C@H](C)CN([C@H](C)CO)C(=O)c2cc(NS(=O)(=O)c3cccs3)ccc2O1	42	1	1	-7	-61	8	1
CC(C)(C)C1CCC(=NNc2nc3ccccc3[nH]2)CC1 (stereo not given)	.	-4	19*	0	0	.	-4
O=C(C[C@H]1CC[C@H]2[C@@H](COC[C@H](O)CN2C(=O)Nc2ccc(Cl)c(Cl)c2)O1)NCc1ccc(Cl)c(Cl)c1	-28	2	3	-25	8	-8	4

An excerpt of these results, with values under each structure.
Each structure is followed by: C2C12 statin	Casp6 inh	SIRT5 block	FN deposit inh	S100A4 MyoIIA	esBAF inh	LGR2 inh
CN(C)c1cccc(C(=O)NCCCn2ccc3ccccc32)c1
 : 25	-2	-2	2	0	8	26
CC(C)(C)C1CCC(=NNc2nc3ccccc3[nH]2)CC1 (stereo not given)
 : .	-4	19*	0	0	.	-4

(next part)
SMILES	C2C12 statin	Casp6 inh	SIRT5 block	FN deposit inh	S100A4 MyoIIA	esBAF inh	LGR2 inh
CCOc1ccc(CCNC(=O)C2=C(C)C(=O)OC23CCCCC3)cc1OCC	.	2	-2	-11	-5	.	4
CC(C)CSc1nc2c(c(=O)[nH]c(=O)n2C)n1CCc1ccccc1	6	.	.	.	.	-9	-21
CCC(C)[C@H](NC(=O)C1CC(=O)N(c2ccc(OC)cc2)C1)C(=O)NC1CCCC1 (stereo not given in full)	-7	2	2	-33	-1	-2	-1
COc1ccc(-c2cc(=O)c3cc(F)ccc3[nH]2)cc1	-7	4	.	6	-1	28	-18
Cc1ccc(NC(=O)[C@H](NC(=O)[C@@H]2Cc3ccccc3CN2)c2ccccc2)cc1C	15	-11	1	4	0	10	-22
CCOC(=O)C1CSCCS(=O)(=O)N1Cc1cccc(Cl)c1 (stereo not given)	.	0	2	-3	-2	.	-15
CC(C)N1C(=O)S/C(=C/c2ccc(Sc3nc4ccccc4[nH]3)o2)C1=O	.	-3	8	-1	4	.	32
O=C(Nc1ccc(Cl)cc1)N1CCC(c2ccccc2)C1 (stereo not given)	.	2	-2	-3	-3	.	-129
COc1cccc(-c2nnc3sc(-c4ccccc4)nn23)c1	-25	.	.	8	.	-8	.
O=C(O)CC1=C(c2ccc(F)cc2)CCC1=O	3	-1	2	5	-1	-6	23
Cc1ccccc1S(=O)(=O)N1CC[C@H]2[C@H](CO)Nc3ccc(-c4cccc(C#N)c4)cc3[C@H]21	-11	.	.	21	.	7	-7
C[C@H](CO)N1C[C@H](C)[C@@H](CN(C)S(=O)(=O)c2ccc(F)cc2)Oc2ccc(NC(=O)c3ccncc3)cc2C1=O	-26&10	-2&0	0&-2	-6&8	3&0	-2&-1	-11&6
O=C1CSc2ccccc2N1Cc1ccc(F)cc1	34	2	-2	.	-4	15	-31
CCCCN1C(=O)C(=O)NC[C@@H]1CCCCN	15	1	-2	6	4	2	-8

Only part of the results is shown, so the mix of outcomes need not match the whole.
